Screening data deposited in PubChem by several laboratories.
Yeast lifespan up: yeast lifespan extension | actives 0.68% (n = 130,000) | AID 775 | S. cerevisiae growth with nicotinamide, OD615; deaD strain in restrictive glucose medium | inhibition of the nicotinamide effect, % at 10 µM;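 active = inhibition above a set limit, placed 3 SD over the median of all compounds, cut at about 26% in these data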;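 note: 0% = nicotinamide-treated wells and 100% = cells grown without nicotinamide; some compounds called inactive have numbers as strong as hits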
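assay system = DeaD-strain S. cerevisiae | buffer or medium = restrictive glucose medium | reagent = 1.5 mM nicotinamide | compound = 10 µM single point, 0.25% DMSO | incubation = 48 h compound exposure at 30 °C, humidified | signal = OD615 measurement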
Measles CPE: protection of cells from measles virus. Measles virus-infected cells, CPE protection, absorbance. protection (pct of control), % at 4 µM. actives 1.5% (n = 140,000). AID 841; in the data active = protection mostly above about 24%, no sharp cut-off; inactive = mostly below about 26%; note: some compounds called inactive have numbers as strong as hits
Yeast growth inh: chemicals that inhibit yeast BB579 growth in restrictive medium (lifespan-shortening candidates) | S. cerevisiae BB579 growth, OD615, 48 h | inhibition, % at 10 µM | actives 0.51% (n = 140,000) | AID 804;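 active = inhibition above a set limit, 3 SD over the mean compound inhibition, cut at about 44% in these data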; note: inactives centre near -24
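System: DeaD yeast strain BB579; buffer or medium: CSMM-D dextrose restrictive medium; technique: OD at 615 nm; schedule: 4 h cell preincubation, 48 h compound exposure, 30 °C humidified; doses: single 10 µM dose; controls: amphotericin B 10 µg/mL, positive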
E-sel TNF inh: TNF alpha driven E-selectin expression inhibition; inhibition, % at 2 µM; actives 0.71% (n = 120,000); AID 1246; HUVEC TNFa-induced E-selectin immunofluorescence, high content;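 active = inhibition above the batch mean plus 3 SD, and confirmed as a hit on visual image review, cut at about 43% in these data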;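 note: 0% = TNF-stimulated DMSO wells and 100% = unstimulated control wells; not every result past the cut was called active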
NPY Y2 blocker: antagonists of human neuropeptide Y receptor Y2; inhibition, % at 2.7 µM; NPY-Y2 expressing cells, antagonist mode; P49146; AID 793; actives 0.99% (n = 140,000); in the data active = inhibition above about 17%;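 note: 0% = vehicle with agonist challenge and 100% = reference antagonist with challenge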
Target sequence (P49146 whole entry, looked up): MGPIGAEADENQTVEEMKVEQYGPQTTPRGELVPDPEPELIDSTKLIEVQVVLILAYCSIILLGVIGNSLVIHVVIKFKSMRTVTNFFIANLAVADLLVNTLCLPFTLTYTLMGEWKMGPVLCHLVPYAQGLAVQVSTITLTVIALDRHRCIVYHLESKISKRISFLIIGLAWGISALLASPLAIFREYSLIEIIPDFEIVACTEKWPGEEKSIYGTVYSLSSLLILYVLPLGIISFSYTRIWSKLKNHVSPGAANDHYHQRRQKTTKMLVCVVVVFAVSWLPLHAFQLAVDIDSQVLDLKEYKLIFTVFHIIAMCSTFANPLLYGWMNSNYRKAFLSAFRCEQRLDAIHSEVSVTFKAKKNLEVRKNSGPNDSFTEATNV
MRP-1 activ: activators of MRP-1. H69AR cells + doxorubicin, viability rescue, CellTiter-Glo. viability increase, % at 10 µM. actives 0.61% (n = 140,000). AID 799;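 active = viability gain under doxorubicin at or above a set limit, the compound median plus 3 SD, cut at about 4.7% in these data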;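 note: MRP-1 overexpressing cells given doxorubicin 25 µM after compound pretreatment; 18-22 h compound pretreatment then 72 h with doxorubicin before readout; 0% = doxorubicin-only wells and 100% = vehicle-treated cells without doxorubicin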
bCat KO growth: beta-catenin-lacking colon tumor cell growth suppression; viability, % at 10 µM; actives 1.5% (n = 140,000); HCT116 beta-catenin knockout viability, CellTiter-Glo, 60 h; stronger effect = lower value;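 active = viability at or under a set limit, the compound median less 4 SD, cut at about 6% in these data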;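 note: 0% = Hyamine 1622 control at 20 µM and 100% = untreated cell control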
PTEN del growth: suppresses growth of cells with PTEN deletion; HCT116 PTEN-null viability, CellTiter-Glo, 60 h; stronger effect = lower value; viability, % at 10 µM; actives 1.2% (n = 140,000);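 active = viability at or below a set limit, 4 SD under the median of all tested compounds, cut at about 3.7% in these data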;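 note: PTEN knockout HCT116 line with beta catenin targeted HCT116 as companion control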
GALR2 blocker: antagonists of human galanin receptor 2 (GALR2). GALR2-expressing cells, antagonist mode. inhibition, % at 4 µM. actives 0.39% (n = 140,000). AID 828; in the data active = inhibition above about 27%;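 note: cells stimulated with galanin 1-16 at roughly its EC80; 0% = agonist challenge control and 100% = basal control without agonist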
Target sequence (O43603 whole entry, looked up): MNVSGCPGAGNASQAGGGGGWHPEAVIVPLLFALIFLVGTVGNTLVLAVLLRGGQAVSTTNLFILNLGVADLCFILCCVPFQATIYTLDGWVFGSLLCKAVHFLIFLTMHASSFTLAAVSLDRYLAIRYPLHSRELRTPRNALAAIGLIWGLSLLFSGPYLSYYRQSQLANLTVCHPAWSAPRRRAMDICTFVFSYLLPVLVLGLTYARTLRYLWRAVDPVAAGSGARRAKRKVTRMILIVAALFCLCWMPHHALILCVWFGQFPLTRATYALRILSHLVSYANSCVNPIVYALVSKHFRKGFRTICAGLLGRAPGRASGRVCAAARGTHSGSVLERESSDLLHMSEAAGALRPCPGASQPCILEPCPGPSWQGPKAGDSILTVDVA
Phagocytosis inh: macrophage phagocytosis inhibition; actives 0.07% (n = 110,000); inhibition, % at 5 µM; AID 1029; J774A.1 macrophage IgG-bead phagocytosis, imaging;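 active = inhibition above the mean of the plate negative controls plus 5 SD, cut at about 13% in these data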;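 note: phagocytic index as fraction of beads internalized from green versus red external bead signal; plate controls were DMSO negative control for no effect and cytochalasin-D positive control for full effect; some results beyond the cut were filed as inactive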
Numbers without * were called inactive; · = no result given; & = joins results of further samples.

molecule | Yeast lifespan up | Measles CPE | Yeast growth inh | E-sel TNF inh | NPY Y2 blocker | MRP-1 activ | bCat KO growth | PTEN del growth | GALR2 blocker | Phagocytosis inh
CC(=O)[C@@H]1[C@@H]2C(=O)N(Cc3ccccc3)C(=O)[C@@H]2C2c3ccccc3C=CN21 (stereo not given in full) | -3 | 6 | -44 | 13 | 5 | -1.9 | 98 | 90 | -16 | 5
O=C(c1cnn2ccccc12)N1CCN(C2CCCCC2)CC1 | -4 | 17 | -13 | 25 | 1 | -0.3 | 101 | 106 | 4 | 0
Cc1ccc(C(C(=O)NC2CCCC2)N(Cc2cccs2)C(=O)CNC(=O)c2cccs2)o1 (stereo not given) | 2 | 5 | -32 | -19 | 3 | -0.1 | 92 | 87 | -4 | 0
Cc1ccc(N/N=C2/CCCNC2=O)cc1 | -21 | 22 | -58 | -47 | -3 | -0.1 | 96 | 98 | 4 | -1
COc1cc(/C=C(/NC(=O)c2ccc(Cl)cc2Cl)C(=O)O)cc(OC)c1OC | 2 | 9 | -17 | -3 | 0 | -0.9 | 94 | 100 | 13 | -7
CN(C)C(=O)CSc1nnc(Cc2ccccc2)n1Cc1ccco1 | · | 6 | -24 | 0 | 2 | -3.4 | 91 | 100 | -2 | ·
O=C1C=C(NCc2ccncc2)CC(c2ccccc2)C1 (stereo not given) | -16 | 12 | -1 | 1 | 3 | -0.6 | 107 | 87 | -7 | -1
Cc1ccc(OCc2nnc(SCc3nc4ccccc4[nH]3)n2Cc2ccco2)cc1 | -9 | 20 | -27 | · | 3 | 3.0 | 34 | 42 | 13 | -4
CN(NC(=O)c1ccc(Cl)cc1)c1cccc(Cl)n1 | 15 | 12 | -37 | 4 | 5 | -2.1 | 76 | 86 | 2 | ·
O=C(O)C1CSC(c2ccccc2)N1C(=O)c1ccco1 (stereo not given) | -3 | 4 | -54 | -11 | 2 | -1.1 | 97 | 103 | -2 | -1
CCOc1ccc(CNC(=O)NS(=O)(=O)c2ccc(OC)cc2)cc1 | -7 | 33 | -54 | · | 4 | -0.1 | 97 | 104 | 10 | 0
CCN(CC)c1cc(C)c2cc(NC(=O)CNC(C)=O)ccc2n1 | -22 | 7 | -4 | -10 | 2 | -1.8 | 86 | 84 | 4 | -3

molecule | Yeast lifespan up | Measles CPE | Yeast growth inh | E-sel TNF inh | NPY Y2 blocker | MRP-1 activ | bCat KO growth | PTEN del growth | GALR2 blocker | Phagocytosis inh
COc1ccc(CCn2c(C)cc3c(c2=O)C(c2ccc4c(c2)OCO4)C(C#N)=C(N)O3)cc1OC (stereo not given) | 13 | 7 | -45 | 1 | -1 | -5.0 | 67 | 68 | 2 | -1
Cn1nc(-c2ccccc2)c(CSc2ccccc2Cl)c1Cl | -14 | 17 | -7 | 7 | 9 | -2.0 | 36 | 26 | -4 | -1
CN1c2ccccc2C(C)(C)C12CC(CCl)=NO2 (stereo not given) | 3 | 27 | 16 | 14 | 1 | -3.4 | 81 | 82 | 8 | -2
CN1CCN(C2=Cc3ccccc3Sc3cc(F)ccc32)CC1 | · | 5 | 6 | -13 | 5 | -7.1 | 20 | 19 | 13 | ·
CC1(C)Cc2c(c(=S)nc(-c3ccccc3)n2CCCN2CCOCC2)CO1 | -5 | 5 | -15 | -39 | 0 | -2.1 | 94 | 90 | 5 | -1
CN1CCC2(CC1)Nc1nc(SCc3ccc(Cl)cc3)nn1C1=C2CN(C)CC1 | -26 | 10 | 5 | · | 6 | -5.8 | 33 | 36 | 15 | 0
COc1cc(CNCc2ccc(OC)c(OC)c2OC)cc(OC)c1 | -5 | 26 | 4 | 20 | 8 | -1.2 | 48 | 58 | 16 | -1
Cc1[nH]n(-c2ccccc2)c(=O)c1-c1ccc(Cl)cc1 | -8 | 2 | -1 | 15 | -2 | -0.5 | 92 | 93 | -5 | ·
CC(=O)c1ccc(OC(C)C)c(Cc2c(O)nc(N)[nH]c2=O)c1 | 1 | 10 | -25 | · | -1 | -1.6 | 94 | 97 | 13 | -7
Cc1ccc(Nc2nnc(SCC(=O)Nc3ccccc3[N+](=O)[O-])s2)cc1 | 6 | 4 | -34 | -37 | 0 | 0.5 | 92 | 93 | -11 | -7
CCCc1cc(C(=O)Nc2ccccc2C(=O)OC)no1 | -5 | 7 | -25 | · | 4 | -3.8 | 84 | 88 | 6 | 0
CC(C)OC(=O)CSc1nc2ncccc2[nH]1 | -11 | 6 | 2 | 9 | 3 | -1.1 | 100 | 103 | -10 | -1

molecule | Yeast lifespan up | Measles CPE | Yeast growth inh | E-sel TNF inh | NPY Y2 blocker | MRP-1 activ | bCat KO growth | PTEN del growth | GALR2 blocker | Phagocytosis inh
Cc1ccc(NC(=O)C2Cc3ccccc3CN2C(=O)c2ccccc2)cc1Cl (stereo not given) | -2 | 8 | -32 | · | 5 | 0.1 | 78 | 87 | -6 | -7
CCOC(=O)c1nnc(-c2cccs2)nc1Oc1ccccc1C(=O)OC | 10 | 3 | -39 | -16 | -1 | 4.1 | 97 | 97 | -3 | -2
Cc1ccc(C2C(C#N)=C(N)SC(N)=C2C#N)o1 | -13 | 6 | -61 | -20 | 3 | -0.6 | 94 | 117 | -1 | -1
Cc1ccccc1CSc1nc2ccccc2c(=O)[nH]1 | 3 | 3 | -15 | · | 5 | 1.9 | 103 | 88 | 1 | 0
COc1ccc2oc(C)c(C(=O)Cn3ccnc3)c2c1 | 6 | 25 | -37 | -4 | 0 | -0.7 | 95 | 95 | 3 | -1
COCCn1c(=O)[nH]c2cc(C(=O)NCCc3ccc(OC)c(OC)c3)ccc2c1=O | -1 | 7 | -10 | -14 | 1 | -2.2 | 105 | 94 | 2 | 0
CCN(CC)c1ccc(-n2c(C)cc(C=O)c2C)cc1 | -9 | 10 | -45 | -2 | 2 | -0.3 | 86 | 82 | -1 | -1
COc1ccccc1NC(=O)CC(NCCN(C)C)C(=O)O (stereo not given) | -1 | 19 | -6 | 20 | 0 | -2.1 | 103 | 100 | 7 | -2
COc1ccc(OC)c(-n2cc3c(=O)n(C)c(=O)n(C)c3c2)c1 | 3 | 33 | -39 | -15 | 0 | -1.5 | 55 | 67&58 | 9 | 2
Cc1sc(NC(=O)CSc2nnc(-c3ccccc3)o2)c(C#N)c1C | -9 | 12 | -17 | -13 | 5 | 0.2 | 90 | 89 | -3 | 0
CCC(NC(=O)NCc1ccccc1)(C(F)(F)F)C(F)(F)F | 3 | 14 | -19 | · | 2 | 1.2 | 92 | 90 | 0 | ·
COCCn1c(=NC(=O)CSC(C)=O)sc2cc(F)ccc21 | -4 | 18 | -20 | 6 | -4 | -0.9 | 84 | 90 | -9 | -1

molecule | Yeast lifespan up | Measles CPE | Yeast growth inh | E-sel TNF inh | NPY Y2 blocker | MRP-1 activ | bCat KO growth | PTEN del growth | GALR2 blocker | Phagocytosis inh
CCOC(=O)c1sc(=S)n(-c2ccccc2Cl)c1SC | -4 | 16 | 3 | 4 | 3 | -2.2 | 87 | 84 | -5 | 1
CCOC(=O)c1c(NC(=O)c2ccco2)sc(C(=O)N2CCCC2)c1C | -7 | 4 | -24 | 9 | 0 | -1.1 | 100 | 98 | -21 | ·
O=C1c2ccccc2NC(c2ccncc2)N1c1ccccn1 (stereo not given) | -15 | 15 | -33 | 13 | 0 | -2.3 | 91 | 95 | 1 | ·
CCCS(=O)(=O)N1CCC(C(=O)NCCCN2CCC(Cc3ccccc3)CC2)CC1 | -4 | 8 | -11 | -1 | 3 | -0.7 | 21 | 28 | -7 | ·
CCC(=O)Nc1ccc(NC(=O)c2cc3ccccc3o2)cc1 | -7 | 10 | 10 | -20 | 1 | -0.9 | 107 | 97 | 12 | 0
O=C(O)CCN1C(=O)c2ccc(NC(=O)CSCc3ccccc3)cc2C1=O | -2 | 3 | 13 | 7 | 3 | 0.1 | 97 | 97 | 5 | -3
O=C(CC(=O)Nc1ccccn1)Nc1ccccn1 | -8 | 18 | 2 | · | 0 | -3.1 | 92 | 97 | -6 | -1
COc1ccccc1CC(=O)NCCc1ccc(S(N)(=O)=O)cc1 | -4 | 15 | -27 | 6 | -1 | -1.8 | 90 | 97 | 16 | ·
COc1ccc(OC)c(S(=O)(=O)Nc2cccc(F)c2)c1 | -6 | 1 | 4 | 5 | 1 | 0.1 | 95 | 91 | 3 | -2
CCNC(=O)NC(=O)C(C)Sc1ccc2c(c1)OCCO2 (stereo not given) | -14 | 5 | -21 | -4 | 1 | -0.1 | 97 | 86&101 | -4 | 0
CCOc1cc(/C=C2\SC(=N)N(c3nccs3)C2=O)ccc1OCCN1CCOCC1 | 21 | 11 | -46 | 6 | 1 | -3.8 | 20 | 16 | -10 | -3
CS(=O)(=O)N1CCN(c2nnc(-c3ccccc3)c3ccccc23)CC1 | -15 | 9 | 27 | 0 | 1 | 0.8 | 89 | 69 | -19 | 0

molecule | Yeast lifespan up | Measles CPE | Yeast growth inh | E-sel TNF inh | NPY Y2 blocker | MRP-1 activ | bCat KO growth | PTEN del growth | GALR2 blocker | Phagocytosis inh
Cc1ccc(C)c(NC(=S)N(CCc2nc3cc(C)c(C)cc3[nH]2)Cc2cccnc2)c1 | -2 | 7 | -38 | 15 | 1 | -2.8 | 87 | 90 | -12 | ·
Cc1cc(NC(=O)CSc2ccccc2)no1 | -26 | 10 | 1 | 13 | 1 | -1.5 | 84 | 86 | -11 | -3
CN1C(=O)C2CN(CCc3ccccc3)CNC2N(C)C1=O (stereo not given) | -3 | 37 | -27 | · | 0 | -1.4 | 89 | 90 | 8 | -1
CCOC(=O)COc1ccc(S(=O)(=O)NCc2ccco2)cc1 | -15 | 2 | -32 | 17 | 1 | -2.2 | 94 | 89 | -6 | 0
Cc1ccn2c(NC3CCCCC3)c(C(C)C)nc2c1 | · | 41 | -11 | 22 | 10 | -4.1 | 75 | 69 | -9 | ·
COC(=O)c1ccc(C(=O)OCc2nc3cc4ccccc4cc3[nH]2)cc1 | · | 4 | -32 | 23 | 4 | -2.5 | 93 | 95 | 2 | ·
CCOc1ccc2[nH]c(=O)c(C(c3nnnn3CCOC)N3CCOCC3)cc2c1 (stereo not given) | 3 | 6 | -9 | -7 | 5 | 0.3 | 106 | 107 | -1 | -2
COc1cc2oc3ccccc3c2cc1N(CC(=O)N1CCCCC1)S(=O)(=O)c1ccc(C)cc1 | -7 | 22 | -63 | -21 | 1 | 0.0 | 80 | 92 | 7 | -1
COc1ccc(OCCCC(=O)Nc2cccc(C(C)=O)c2)cc1 | -6 | 5 | 5 | · | 3 | 1.2 | 99 | 100 | -14 | -2
CC(=O)COC(=O)CNC(=O)c1ccc(Br)cc1 | -17 | 7 | -2 | -34 | 5 | -0.6 | 99 | 105 | 9 | ·
COc1ccccc1CNc1nc2nc(C)cc(=O)n2[nH]1 | 1 | 23 | -7 | -41 | 3 | 0.1 | 99 | 102 | 26 | 10
Cc1ccc(NC(=O)Nc2ccccc2C(=O)NCc2ccccc2)cc1 | -5 | 6 | -23 | 9 | 3 | -1.8 | 95 | 91 | 16 | 5
c1ccc(-c2nnc(CSc3nc4ccccc4[nH]3)o2)cc1 | -8 | 33* | 10 | 18 | 4 | -1.5 | 86 | 86 | 9 | 1
O=C(Nc1cccc(F)c1)c1ccc2c(c1)OCO2 | -13 | 2 | -2 | -32 | 5 | 0.6 | 94 | 86 | 0 | 1
